HT1080 IDH1KD tx: HT-1080 IDH1 knockdown cell toxicity (counter line); HT-1080 IDH1 knockdown viability, ATP luminescence, 48 h; Potency, µM (titrated, usually from 46.1 µM), for inactives: at the highest dose activity, negative = toxicity, usual class: cytotoxic; 360,000 compounds, 2% hits; AID 686971;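 note: potency is the fitted concentration of half-maximal effect; 0% = DMSO wells and -100% = cell-free medium wells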
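CellTiter-Glo luminescence after 48 h compound exposure at 37 degrees C of IDH1-knockdown HT-1080 cells in 5% FBS RPMI. %Activity scaled between DMSO wells and cell-free media wells, with curves fitted and assigned curve classes.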
IL1B secr inh: inflammasome signaling inhibition, IL-1 beta readout; THP-1 LPS/ATP IL-1B secretion, AlphaLISA, 16 h; hits give low values; activity change, % at 57.5 µM; 360,000 compounds, 4.7% hits; AID 743279; in the data active = activity change below about -50%; inconclusive = mostly about -30% to -49%; note: % is set by controls: 0 for no effect and ±100 for the full control effect
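Secreted IL-1B measured by AlphaLISA bead assay after 16 h compound exposure of THP-1 cells; compounds (final up to 57.5 uM) added 1 h before LPS (250 ng/mL) and ATP (1.25 mM) stimulation; lower signal means less secretion.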
KB-V1 cytotox: kills drug-selected multidrug resistant KB-V1 cells; KB-V1 MDR cells viability, CellTiter-Glo, 72 h; Potency, µM (top dose mostly 46.1 µM), without a hit: at the highest dose activity change, negative = cytotoxicity, actives largely listed as cytotoxic; 400,000 compounds, 3.4% hits; AID 1347076; note: potency is the fitted concentration of half-maximal effect; % is set by controls: 0 for no effect and ±100 for the full control effect; nearly all actives have a fitted effect of over 60% in size
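Following 72 h at 37 degrees C with compound, KB-V1 cell viability was read by CellTiter-Glo luminescence, medium being phenol-red-free DMEM plus 10% FBS; concentration-response parameters came from normalized, curve-fitted qHTS data.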
S2 tox: cell viability loss in ATXN counter-screen. Potency, µM (series often up to 56.7 µM), usual class: cytotoxic. 400,000 compounds, 0.49% hits. S2 cells (HEK-293 line with an ATXN2-luciferase reporter) viability, CellTiter-Fluor protease fluorescence, 24 h. AID 651635; note: potency is the fitted concentration of half-maximal effect; nearly all actives have a fitted effect of over 40% in size
KB-3-1 cytotox: kills parental KB-3-1 adenocarcinoma cells; KB-3-1 viability, CellTiter-Glo ATP luminescence, 72 h; 400,000 compounds, 1.4% hits; Potency, µM (highest dose often 46.1 µM), without a hit: at the highest dose activity change, negative = cytotoxic, actives largely listed as cytotoxic; note: potency is the fitted concentration of half-maximal effect; % is set by controls: 0 for no effect and ±100 for the full control effect; nearly all actives have a fitted effect of over 60% in size
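Cells are dispensed, compounds pinned in, plates held at 37 °C for 72 h, then CellTiter-Glo is added and luminescence read after 10 minutes. Cell line: parental KB-3-1 in phenol-red-free DMEM, 10% FBS.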
SW480 rereplic: induces DNA re-replication in SW480 colon adenocarcinoma cells | SW480 DNA re-replication, Hoechst DNA content imaging, 48 h | Potency, µM (titrated, usually from 46.1 µM), for inactives: at the top dose re-replication activation, actives largely listed as activators | 340,000 compounds, 1.8% hits | AID 624297; note: potency is the fitted concentration of half-maximal effect; % of control where 0% means no effect; nearly all actives have a fitted effect of over 55% in size
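Hoechst fluorescence of nuclei (405 nm excitation, 500-530 nm emission) measured by plate-scanning imager after 48 hr compound exposure at 37 C; re-replication scored as increased number of nuclei with elevated intensity.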
MCF10A rereplic: induces DNA re-replication in MCF 10a normal breast cells; MCF 10A DNA re-replication, Hoechst nuclear intensity, 48 h; Potency, µM (top dose mostly 46.1 µM), for inactives: at the top dose activity, positive = re-replication, actives largely listed as activators; 350,000 compounds, 2.9% hits; note: potency is the fitted concentration of half-maximal effect; % of control where 0% means no effect; nearly all actives have a fitted effect of over 50% in size
HT1080NT lethal: kills 2HG-producing HT-1080-NT fibrosarcoma cells; HT-1080-NT fibrosarcoma viability, CellTiter-Glo ATP luminescence, 48 h; 360,000 compounds, 1.6% hits; Potency, µM (titrated, usually from 46.1 µM), inactives show top-dose activity, negative = less viability, usual class: cytotoxic; AID 686970;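 note: NT is the 2HG producing partner of a matched IDH1 knockdown line; potency is the fitted concentration of half-maximal effect; 0% = DMSO-treated cells and -100% = media-only wells without cells; nearly all actives have a fitted effect of over 55% in size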
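Read-out is CellTiter-Glo luminescence after 10 minutes at room temperature, following 48 hours' compound treatment of HT-1080-NT cells (750 cells/well, RPMI, 5% FBS, 37 degrees C).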
ATXN2 expr inh: inhibitors of ATXN2 expression; AID 1745845; HEK-293 ATXN2-luciferase reporter, luminescence, 24 h; 360,000 compounds, 0.72% hits; Potency, µM (highest dose often 57 µM), inactives show at the top dose activity change, negative = inhibition, usual class: inhibitors; note: potency is the fitted concentration of half-maximal effect; % is set by controls: 0 for no effect and ±100 for the full control effect; nearly all actives have a fitted effect of over 55% in size
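qHTS (up to 57 uM final) was run with 24 h compound exposure of reporter cells at 37 °C. Each well was multiplexed: SteadyGlo luminescence measured ATXN2-luciferase expression after a fluorogenic Gly-Phe-AFC viability readout (25 uM final).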
* = called active by the depositor; i = inactive; ? = inconclusive; . = no result given; & = joins results of further samples; [ ] = remark or other dose. Unless noted, calls come from the whole dose curve; as a rule, active = well fitted curve in the direction sought with a large enough effect; inconclusive = small, poorly fitted or top-dose-only effect, or another doubt; inactive = no such curve, though single readings can be large; an effect the other way counts as inactive or inconclusive. Outcome played no part in choosing rows. Share with any hit: about 11%.

smiles | HT1080 IDH1KD tx | IL1B secr inh | KB-V1 cytotox | S2 tox | KB-3-1 cytotox | SW480 rereplic | MCF10A rereplic | HT1080NT lethal | ATXN2 expr inh
O=C(/C=C/c1ccccc1)c1c[nH]c2ccccc12 | 0% | ? | 0% | i | 9% | ? | -1% | -1% | 61%[activator]
COc1cc(CN2CCC(Cc3ccccc3)CC2)cc([N+](=O)[O-])c1O | -1% | 20 | -1% | i | -1% | ? | -5% | -1% | 0%
COc1cccc(NC(=O)c2nn(C)c(C(=O)Nc3cccc(OC)c3)c2[N+](=O)[O-])c1 | -17% | -13 | -26% | i | -1% | 8% | ? | -3% | 5%
COc1ccc(C(CNC(=O)c2cc(S(=O)(=O)N3CCCC3)ccc2Cl)N2CCCC2)cc1 (centres undefined) | 4% | -7 | 0% | i | -1% | -7% | 6% | -4% | .
COCCCn1c(-c2ccco2)nc2ccccc2c1=O | 2% | 5 | ? | i | 2% | -9% | 1% | -3% | -9%
CCOc1cc(/C=N/NC(=O)c2nn(C)cc2Br)ccc1OCc1ccccc1Cl | -13% | -16 | ? | i | -1% | ? | -41%[inhibitor] | -18% | -10%
CCOc1ccc(C(=O)Cn2cnc3ccccc3c2=O)cc1 | 4% | 0 | -10% | i | -1% | -5% | -4% | 12% | 36%[activator]
Cc1cc(C)cc(NC(=O)CSc2nc3c(c(=O)n2C)SC(C)C3)c1 (centres undefined) | -13% | 8 | -3% | i | -6% | 2% | 6% | -20% | -19%
CC1(C(=O)Nc2ccccc2)Cc2c(-c3cccc(C(N)=O)c3)ccnc2O1 (centres undefined) | 7% | -9 | 0% | i | 0% | . | . | 1% | 18%
COc1ccc(S(=O)(=O)N2CCOCC2)cc1NC(=O)CN1CCCCCC1 | 12% | 15 | ? | i | 7% | -10% | 15% | 9% | -14%
COc1ccc(C2CC(c3cccc(C)c3)n3nc(N)nc3N2)cc1 (centres undefined) | -5% | -11 | 1% | i | -6% | 1% | 7% | 14% | 1%
CCN1C(=NCCOC)N[C@@H](CCc2ccccc2)[C@H](C(=O)OC)[C@H]1C | 4% | 11 | 1% | i | 2% | 3% | -15% | 5% | 2%
COc1ccc(/C=N/c2nc3ccccc3n2C)cc1OC | -14% | 22 | 8% | i | 5% | 1% | 5% | 0% | 0%
CC(C)c1nc2sc3c(NCc4ccco4)ncnc3c2c2c1COC(C)(C)C2 | ? | ? | -13% | i | -2% | 17% | ? | -26% | 13%
Cc1cc(C)nc(/N=C(\N)Nc2ccc(CC(=O)OC(C)C)cc2)n1 | -27% | -99* | -3% | i | ? | 1% | ? | -12% | -20%
Cc1nc2ccccc2n1Cc1ccc(Br)cc1 | ? | -63* | ? | i | ? | -2% | -2% | -22% | ?
CCOc1ccccc1OCCCC(=O)ON=C(N)c1ccccc1 | 9% | 9 | -6% | i | 3% | 1% | -5% | 1% | .
CC1(OC(=O)C2CCCC2)C(=O)C=C2C=C(c3ccsc3)N(CCCCO)C=C2C1=O (centres undefined) | 14% | -1 | -7% | i | -6% | -6% | 3% | 4% | 9%
Cc1cccnc1Nc1ncnc(N)c1[N+](=O)[O-] | ? | 1 | 2% | i | 0% | -2% | 0% | 30% | -14%
Cc1cc(C)n(/N=C/c2ccc(C(C)C)cc2)c(=O)c1C#N | 15% | -18 | -23% | i | 7% | -24% | 28% | 12% | 2%
CCNc1nc2c(c(=O)n(C)c(=O)n2C)n1Cc1ccc(Cl)cc1 | -11% | 17 | -7% | i | -27% | -2% | 12% | 0% | -16%
COc1cc(CNC(=O)c2nc(Cn3nc(C)c(Br)c3C)no2)cc(OC)c1 | -20% | -71* | 0% | i | -6% | 11% | 7% | -24% | -11%
O=C(NN=C1CCCC1)c1ccccc1O | -25% | 26 | -1% | i | -16% | ? | -5% | -8% | 1%
CC(=O)N1CCC(C(=O)Nc2ccc(S(=O)(=O)N3CCCC(C)C3)cc2)CC1 (centres undefined) | -19% | -5 | -3% | i | -4% | 3% | ? | -17% | 2%
O=C(Nc1cc(=O)[nH]c2ncnn12)c1ccccc1F | -15% | 6 | -7% | i | -3% | -11% | -3% | 3% | .
COC(=O)c1cccc(N2C(=O)C(Cl)=C(N3CCOCC3)C2=O)c1 | -2% | -13 | 19% | i | 1% | -5% | 20% | 5% | -28%
O=C(N/N=C/c1ccccc1)c1[nH]ncc1Br | -21% | -9 | 1% | i | 3% | -1% | 0% | -22% | 8%
COc1cccc(N2CCN(c3ccc(S(=O)(=O)N4CCN(C)CC4)cc3[N+](=O)[O-])CC2)c1 | -5% | -5 | ? | i | ? | 10% | ? | -5% | -27%
Cn1c(CN(O)S(=O)(=O)c2ccc(Cl)cc2)nnc1C(F)(F)F | 7% | 4 | 81% | i | -1% | -1% | 8% | 19% | -1%
CCCC(C)NC(=O)Cn1c(=O)c2c(ncn2CCC(C)C)n(Cc2ccccc2)c1=O (centres undefined) | -2% | 4 | ? | i | ? | 20% | 17% | -6% | -18%

(next part)
smiles | HT1080 IDH1KD tx | IL1B secr inh | KB-V1 cytotox | S2 tox | KB-3-1 cytotox | SW480 rereplic | MCF10A rereplic | HT1080NT lethal | ATXN2 expr inh
CC1=CC(C)(C)N(C(=O)CCl)c2cc(C)ccc21 | -4% | -28 | 4% | i | -7% | 2% | -4% | -12% | 1%
Cc1csc(NC(=O)c2ccc3c(c2)OCO3)n1 | ? | -13 | -19% | i | 0% | -15% | -20% | -21% | -26%
O=C(O)COCC(=O)Nc1cc(C(F)(F)F)cc(C(F)(F)F)c1 | 4% | 0 | ? | i | -1% | 1% | -2% | -3% | .
COc1ccc2c(CCNC(=O)c3ccc([N+](=O)[O-])cc3)c[nH]c2c1 | 0% | -16 | ? | i | 3% | 1% | 5% | -4% | -24%
O=C(CN(c1ccccc1)S(=O)(=O)c1ccc(F)cc1)N1CCCCCC1 | 0% | 0 | -9% | i | 2% | -3% | 2% | 4% | -1%
COC(=O)c1cc(Br)c(=O)n(Cc2ccc3c(c2)OCO3)c1 | -9% | -9 | -7% | ? | 6% | -5% | -1% | -18% | -1%
COc1ccc(NC(=O)Nc2ccc([N+](=O)[O-])cc2)cn1 | -9% | 3 | 5% | i | 0% | -6% | 0% | -16% | 4%
Cc1ccc2c(c1)[C@H]1OCC[C@H]1[C@@H](c1ccncc1)N2 | -2% | 26 | 12% | i | 1% | -4% | -3% | -1% | 2%
CC(=O)c1ccc(NS(=O)(=O)c2cccc(S(=O)(=O)c3ccc(Cl)cc3)c2)cc1 | . | . | 26% | i | -20% | . | . | . | 6%
N=c1oc2ccc3ccccc3c2cc1-c1nc(-c2ccccc2)cs1 | 19% | 22 | -4% | i | 3% | -15% | ? | 26% | 1%
COc1ccc(C(=O)OCn2nnc3ccccc3c2=O)cc1 | 8% | 19 | 8% | i | -5% | -2% | -3% | 17% | -17%
CCN(CC)C(=O)c1ccc(O)c(OC)c1 | 11% | -5 | 9% | i | -2% | -3% | 0% | 22% | -2%&9%
COc1ccc(NC(=O)CSc2ccccc2)c(OC)c1 | 18% | 12 | 3% | i | 21% | -5% | -3% | 26% | 50%[activator]
Cc1c(CCOC(=O)C2C3CC4CC(C3)CC2C4)sc[n+]1CC(=O)c1ccc(Br)cc1 (centres undefined) | ? | -85* | ? | . | ? | -2%&2% | ? | ? | -33%
CS(=O)(=O)c1ccccc1C(=O)Nc1ccc(-c2nc3ccccc3o2)cc1 | -2% | 31 | -5% | i | -16% | 2% | 0% | 1% | .
CC(C)CNC(=O)C(=O)NNC(=O)C1CCCCC1 | -11% | 12 | -19% | i | -16% | -4% | -1% | 7% | 8%
Cc1ccccc1C(=O)Nc1cc(NC(=O)c2ccccc2C)cc(C(=O)O)c1 | 19% | -20 | 4% | i | 2% | 0% | 1% | 13% | -5%
CCN(CC)S(=O)(=O)c1ccc2oc(SCC(=O)NC3CC3)nc2c1 | 6% | 27 | -20% | i | 0% | -4% | 23% | 6% | 5%
CN1C(=O)Cc2cc(S(=O)(=O)NCCc3ccc(Cl)cc3)ccc21 | 0% | -10 | -13%&24% | i | -4%&13% | -7% | 15% | 7% | 9%
CCC(=O)N(CC)Cc1cc(=O)[nH]c2ccccc12 | 5% | 25 | 41% | i | 7% | ? | 0% | 6% | 3%
CCOC(=O)c1c(C)oc2nc(C)nc(N3CCN(c4ccc(C(C)=O)cc4)CC3)c12 | . | . | 2% | i | 7% | . | . | . | 9%
CS(=O)(=O)N1CCN(S(=O)(=O)c2ccccc2[N+](=O)[O-])CC1 | -5% | 1 | 2% | i | 10% | -4% | 0% | 14% | -8%
O=C(Nc1cccc(NC(=O)c2ncn[nH]2)c1)c1cccc(Cl)c1 | -4% | 15 | -10% | i | ? | -5% | 6% | 0% | -20%
CN(C(=O)CSc1nnc(-c2ccccc2)o1)c1c(N)n(Cc2ccccc2)c(=O)[nH]c1=O | 5% | -8 | -3% | i | 18% | 1% | 0% | 4% | 2%
CCCNC(=O)Cc1c(OC)ccc2cc(Br)ccc12 | -13% | 0 | -20% | i | ? | -4% | 1% | -9% | -13%
C=CCN1C(=O)C2(OCCCO2)c2cccc(Cl)c21 | 3% | 16 | 0% | i | 4% | -4% | -2% | 5% | -2%
Cc1cccc(Cn2c(=O)n(Cc3ccc(C(=O)NC4CCN(Cc5ccccc5)CC4)cc3)c(=O)c3ccccc32)c1 | . | . | -1% | i | 3% | . | . | . | -2%
O=C(CSCC(=O)N1CCOCC1)Nc1nc(-c2ccc3c(c2)OCO3)cs1 | -5% | -22 | 5% | i | 0% | -5% | 22% | -2% | 20%
COC(=O)Nc1nnc(Cc2ccc(OC)cc2)s1 | 4% | 2 | 16% | i | 0% | -4% | 2% | -1% | 0%
COc1cc(-c2ccc3c(=O)c4ccccc4n(C)c3c2)cc(OC)c1OC | ? | ? | ? | i | ? | 13µM* | ? | ? | -23%
COC(=O)CNC(=O)c1cccc(F)c1 | 15% | 19 | 6% | i | ? | 1% | -10% | 11% | 3%

From PubChem
